ALOX15B inhib: qHTS Assay for Inhibitors of 15-hLO-2 (15-human lipoxygenase 2) | AID 881, 2007 | Polyunsaturated fatty acid lipoxygenase ALOX15B (Homo sapiens), O15296 | actives 0.56% (n = 110,000) | purified 15hLO-2, xylenol orange hydroperoxide absorbance | Potency, µM (series often up to 57.1 µM), for the others: top-dose activity change, negative = inhibition, usual class: inhibitors; further: potency means the concentration at half of the fitted maximal effect; nearly all actives have a fitted effect of over 60% in size; many of its hits are not listed in these tables
Target sequence (O15296 whole entry, looked up): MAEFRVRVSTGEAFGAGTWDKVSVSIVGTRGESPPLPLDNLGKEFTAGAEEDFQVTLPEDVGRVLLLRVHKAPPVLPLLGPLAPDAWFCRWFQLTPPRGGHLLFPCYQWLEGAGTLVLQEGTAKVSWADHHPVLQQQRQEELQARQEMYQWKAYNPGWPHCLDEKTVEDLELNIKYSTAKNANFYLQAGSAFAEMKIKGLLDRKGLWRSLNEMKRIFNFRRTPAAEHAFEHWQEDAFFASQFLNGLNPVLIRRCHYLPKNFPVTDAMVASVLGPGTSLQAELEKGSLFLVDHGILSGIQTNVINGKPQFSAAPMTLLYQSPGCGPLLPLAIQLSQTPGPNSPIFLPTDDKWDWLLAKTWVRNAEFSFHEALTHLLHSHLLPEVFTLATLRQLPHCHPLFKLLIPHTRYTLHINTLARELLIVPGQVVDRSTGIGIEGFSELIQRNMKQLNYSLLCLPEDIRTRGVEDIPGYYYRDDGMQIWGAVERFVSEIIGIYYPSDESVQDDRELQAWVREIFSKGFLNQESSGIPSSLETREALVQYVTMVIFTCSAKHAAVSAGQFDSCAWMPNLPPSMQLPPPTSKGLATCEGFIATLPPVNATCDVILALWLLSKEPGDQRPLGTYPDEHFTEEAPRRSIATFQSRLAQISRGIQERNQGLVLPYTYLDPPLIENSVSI
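Purified human 15hLO-2 (50 nM final) preincubated with compounds 15 min at room temperature in 25 mM Hepes pH 7.5, 0.01% Triton X-100, then 45 uM arachidonic acid added for 90 min; hydroperoxide detected via ferrous/xylenol orange, 573/405 nm absorbance ratio.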
12-hLO inh: qHTS Assay for Inhibitors of 12-hLO (12-human lipoxygenase) | AID 1452, 2008 | Polyunsaturated fatty acid lipoxygenase ALOX12 (Homo sapiens), P18054 | actives 0.12% (n = 150,000) | purified 12-hLO, xylenol orange hydroperoxide absorbance | Potency, µM (series often up to 57.1 µM), for the others: at the highest dose activity change, negative = inhibition, hits mostly inhibitors; further: potency means the concentration at half of the fitted maximal effect; nearly all actives have a fitted effect of over 55% in size; many of its hits are not listed in these tables
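Hydroperoxide output read as Fe(III)-xylenol orange absorbance, 573-to-405 nm ratio, after 30 min reaction with 40 uM arachidonic acid. Enzyme: 150 nM purified human 12hLO, 15 min compound preincubation; 25 mM Hepes pH 7.0, room temperature.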
IMPase inh: qHTS Assay for Identifying the Cell-Membrane Permeable IMPase Inhibitors | Inositol monophosphatase 1 (Rattus norvegicus), P97697 | CHO-M1 cells, IP1 accumulation, HTRF TR-FRET ratio | inhibition (IP1 accumulation), % at 46.1 µM | 120,000 tested, under 10 active | AID 901, 2007; active means well fitted curve in the direction sought with a large enough effect in the signal ratio, not every such curve was filed as active; inconclusive means small, poorly fitted or top-dose-only effect, or a change in a side signal; inactive means no such curve, though single readings can be large or run the other way; the % refers to the signal ratio;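 further: cells stimulated with carbachol in lithium chloride buffer; plate controls were DMSO basal wells for no effect and reference inhibitor wells for full effect; higher means more IMPase inhibition seen as more IP1 and lower FRET ratio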
Target sequence (P97697 whole entry, looked up): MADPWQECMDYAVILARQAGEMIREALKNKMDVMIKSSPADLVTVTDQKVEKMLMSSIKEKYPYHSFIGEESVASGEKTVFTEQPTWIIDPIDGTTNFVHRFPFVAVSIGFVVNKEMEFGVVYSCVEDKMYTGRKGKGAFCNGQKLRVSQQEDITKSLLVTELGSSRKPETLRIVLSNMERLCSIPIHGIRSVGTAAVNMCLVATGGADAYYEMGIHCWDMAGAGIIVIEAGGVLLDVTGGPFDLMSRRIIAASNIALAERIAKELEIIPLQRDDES
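Carbachol-driven Gq signalling in CHO-M1 cells (2000/well) generates IP1. Compounds that block IMPase raise IP1 and so reduce the FRET signal from Eu-anti-IP1 and d2-IP1 after a 10 min room-temperature lysis.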
PNC assembly inh: High Content Assay for Compounds that inhibit the Assembly of the Perinucleolar Compartment. PC3M PTB-GFP, PNC prevalence imaging, 16 h; hits give low values. activity change (PNC), negative = inhibition, % at 10 µM. actives 3.1% (n = 140,000). AID 2417, 2010;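 active means readout at or below -70, meaning at least 70% loss of cells showing the perinucleolar compartment, a nuclear body marking cancer cells; inconclusive means readout between -30 and a set limit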;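 further: plate controls were DMSO wells for no effect and camptothecin positive control wells for full effect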
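PC3M cells stably expressing PTB-GFP, 750–1000 cells/well, treated 16 h at 37 °C with compound (23 nl of library stock), in duplicate. After paraformaldehyde fixation and Hoechst stain, imaged at 20x; PNC prevalence scored by image analysis.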
The depositor's hits bear a star; ? = inconclusive; . = no result given; & = joins results of further samples; [ ] = another dose, or the depositor's remark. Unless noted, the call rests on the fitted dose curve; in most records, active means well fitted curve in the direction sought with a large enough effect; inconclusive means small, poorly fitted or top-dose-only effect, or another doubt; inactive means no such curve, though single readings can be large; an effect the other way counts as inactive or inconclusive. Unless noted, on the % scale 0 is the no-effect control and ±100 the full control effect. Not all compounds are listed; rates above refer to the full screens.

entry	SMILES	ALOX15B inhib	12-hLO inh	IMPase inh	PNC assembly inh
1	O=C1c2c(O)cc(O)cc2OC(c2ccc(O)c(O)c2)C1O (stereo not given)	-27%	-8%	-3	.
2	CC(C)OC(=O)CSc1nnc(-c2ccncc2)n1N	3%	-1%	-3	-24
3	O=c1c2ccccc2cnn1-c1ccc2ccccc2c1	-11%	0%	6	14
4	N#Cc1ccc(CN2CCCC3(CCN(C(=O)c4cccc(F)c4)CC3)C2)cc1	7%	-8%	.	.
5	CCOc1ccc(S(=O)(=O)N(CC)CC)cc1NS(=O)(=O)c1ccc(F)c(F)c1F	.	-5%	.	-6
6	CCOC(=O)C1=CN(c2cccc(F)c2)C=C(C(=O)OCC)C1c1cc(OC)c(O)c([N+](=O)[O-])c1	-11%	4%	7	?
7	COc1cccc(C(=O)N2CCC(N3CC(C)OC(C)C3)CC2)c1 (stereo not given)	.	-4%	.	15
8	C/C(=N\NC(=O)c1ccccc1)c1ccc(-n2ccnc2)cc1	.	3%	-5	-30
9	CSc1nc2cc(S(=O)(=O)N3CCOCC3)ccc2s1	9%[2.29 µM]	2%	-6	?
10	Cc1cc(C)nc(SCc2nnc(SCC(=O)Nc3ccc(C)c(C)c3)n2Cc2ccco2)n1	-5%	0%	8	40

Some of the entries so far, with each value named.
2	CC(C)OC(=O)CSc1nnc(-c2ccncc2)n1N
  ALOX15B inhib: 3%
  12-hLO inh: -1%
  IMPase inh: -3
  PNC assembly inh: -24

3	O=c1c2ccccc2cnn1-c1ccc2ccccc2c1
  ALOX15B inhib: -11%
  12-hLO inh: 0%
  IMPase inh: 6
  PNC assembly inh: 14

4	N#Cc1ccc(CN2CCCC3(CCN(C(=O)c4cccc(F)c4)CC3)C2)cc1
  ALOX15B inhib: 7%
  12-hLO inh: -8%
  IMPase inh: .
  PNC assembly inh: .

(more compounds)
entry	SMILES	ALOX15B inhib	12-hLO inh	IMPase inh	PNC assembly inh
11	Cc1ccc(C(=O)Nc2ccc(Br)c(C(F)(F)F)c2)cc1	5%	-9%	-10	-13
12	NC(=O)c1c(N)sc(=S)n1CC1CCCO1 (stereo not given)	-4%	-5%	-2	3
13	CCC(=O)Nc1c(C)nn(C(=O)CC)c1C	14%	-3%	-10	14
14	CCOC(=O)c1c(NC(=O)Cn2cnc([N+](=O)[O-])n2)sc2c1CCCC2	.	-3%	5	30
15	COc1ccc(CC(=O)O/N=C(\N)c2cccc([N+](=O)[O-])c2)cc1	.	-3%	-3	-1
16	COC(=O)c1ccc(C(NC(=O)OCc2ccccc2)/C(F)=C/[C@@H](C)C(=O)NCc2ccc(OC)c(OC)c2)cc1 (stereo not given in full)	-24%	-3%&0%	.	-119*
17	CCN(CC)CCn1c(-c2ccccc2)nc2c(NCCOC)nc(C)nc21	24%	-2%	.	.
18	CCOc1ccccc1NC(=O)C(OC(=O)c1ccc(CC)cc1)c1ccccc1 (stereo not given)	.	-1%	.	-12
19	CCC(NC(=O)C1(C)CC1(Br)Br)c1ccc(C)cc1 (stereo not given)	-13%	3%	-3	?
20	CCCCCn1c(=NC(=O)c2ccco2)c(C(=O)OCC)cc2c(=O)n3ccccc3nc21	-2%	-11%	5	?
21	CCOC(=O)C1=C(C)NC(C)=C(C(=O)OCC)C1	2%	-4%	-15	?
22	O=C(O)C1OC(Oc2c(-c3ccc(O)c(O)c3)oc3cc(O)cc(O)c3c2=O)C(O)C(O)C1O (stereo not given)	.	1%	.	13
23	CCOc1cc(/C=N\NC(=O)Cn2nc([N+](=O)[O-])cc2C)ccc1OCc1cccc2ccccc12	-15%	-5%	4	36
24	COc1nc(-c2cccs2)cc(-c2ccc(C)cc2)c1C#N	1%	4%	2	-14
25	O=C(CSc1nc2c(c(C(F)(F)F)n1)CCc1ccccc1-2)NCc1ccco1	-10%	-18%	-9	-5
26	O=c1c(Cl)c(N/N=C/c2ccc(Cl)cc2)cnn1-c1ccccc1	.	-1%	.	3
27	CCCc1ccc(OCC(=O)O)cc1	-1%	0%	1	14
28	Cc1nc(-c2ccc3c(c2)OCO3)cs1	1%	-4%	-3	73
29	CC(C)NC(=O)N1CCC2(CC1)CCN(C(=O)c1cccn1C)CC2	-7%	-4%	.	.
30	Cc1noc(C)c1COc1cccc(C(=O)Oc2ccc3c(c2)OCO3)c1	5%	-6%	4	-17
31	COc1ccc(S(=O)(=O)N(CCCN2CCCC2=O)Cc2cc3cc(C)c(C)cc3[nH]c2=O)cc1	13%	-5%	5	-28
32	O=C(NCc1ccco1)c1nn(-c2ccccc2)c(=O)c2ccccc12	-5%	-3%	-13	?
33	Cc1cc(C)n(-c2nc3ccccc3nc2N2CCN(C(=O)c3ccc(F)cc3)CC2)n1	-3%	0%	5	-8
34	N#Cc1c2n(c3c(=O)n(Cc4ccccc4)cnc13)CCCC2	0%	7%	-2	44
35	O=C(O)CSC1c2ccccc2C(=O)N1Cc1ccccc1 (stereo not given)	10%	-4%	3	37
36	CC12CCC(C(=O)NCC3CCCO3)(OC1=O)C2(C)C (stereo not given)	4%	4%	1	-12
37	CCOc1ccc2ccccc2c1/C=N/n1cncn1	-9%	-18%	-5	-6
38	O=C(Nc1ccc(-c2nc3ccccc3[nH]2)cc1)c1ccco1	13%	-3%	6	0
39	COc1ccc(NC(=O)c2cc3c(Cl)nc4ccccc4c3s2)cc1OC	.	-1%	.	-88*
40	Cc1csc(NC(=O)c2nc3nc(C)cc(C)n3n2)n1	2%	-1%	-4	-95*

Down the list, as entered above.
12-hLO inh for nos. 33–36: 0%, 7%, -4%, 4%

(listing goes on)
entry	SMILES	ALOX15B inhib	12-hLO inh	IMPase inh	PNC assembly inh
41	CC(C)Oc1ccc(CNC2CCOC(C)(C)C2)cc1 (stereo not given)	7%	3%	12	18
42	CC(=O)NCCOC(=O)Nc1sc(=S)n(C)c1C	.	4%	-2	30
43	O=C(CSc1nnnn1-c1cccnc1)NCc1cccs1	26%	-3%	4	49
44	C=CCSc1nc2ccccc2n1C(=O)/C=C/c1ccc(OC)c(OC)c1	10%	8%	1	37
45	Cc1nc(-c2ccc(S(=O)(=O)N3CCCCCC3)cc2)cs1	-14%	-10%	?	10
46	c1ccc(OCCCN2CCCC2)cc1	-3%	-8%	7	?
47	COc1ccc(C(NC(=O)/C=C/c2ccco2)c2ccc(OC)c(OC)c2)cc1 (stereo not given)	.	-5%	11	1
48	CS(=O)(=O)N(CC(=O)N1CCN(c2cccc(Cl)c2)CC1)C1CCCCC1	2%	1%	2	39
49	COc1ccc(N(CC(=O)Nc2ccccc2C(=O)NCCc2ccccc2)S(C)(=O)=O)cc1OC	0%	-3%	-4	?
50	C=CCN1C(=O)C2(/C(=C(\O)c3ccc4c(c3)OCCO4)C(=O)C(=O)N2CCCOC)c2ccccc21 (stereo not given)	12%	12%	-21	-96*
51	CCOC(=O)c1c(-c2ccc(C)c(C)c2)csc1NC(=O)C1CC=CCC1C(=O)O (stereo not given)	-20%	0%	-3	34
52	Cc1cc(C)nc(N/C(=N\S(=O)(=O)Cc2ccccc2)Nc2ccc(F)c(Cl)c2)n1	.	-3%	.	-30
53	N/C(=N\OC(=O)Cc1ccccc1[N+](=O)[O-])c1ccncc1	.	0%	.	39
54	Cc1ccc(NC(=O)COC(=O)CCC(=O)c2ccc(Cl)cc2)cc1S(=O)(=O)N(C)C	.	-3%	3	?
55	O=C(OC(C(=O)NCc1ccco1)C(OC(=O)c1ccccc1)C(=O)NCc1ccco1)c1ccccc1 (stereo not given)	.	2%	.	-20
56	CCCCc1ccc(NC(=O)COc2ccc(C(=O)Nc3ccccc3OC)cc2)cc1	.	1%	8	?
57	Nn1nnc2ccccc21	1%	-8%	1	.
58	O=C(O)c1ccc(COc2ccc(/C=N/NC(=O)c3cccs3)cc2)cc1	-9%	-2%	-4	-16
59	COc1ccc(Cl)cc1NC(=O)c1ccco1	-6%	-1%	17	10
60	O=C(COC(=O)CCc1c[nH]c2ccccc12)NCc1ccc(Cl)cc1	.	-2%	.	-22
61	O=C(c1cccn2c(=O)c3cc(Cl)ccc3nc12)N1CCOCC1	-5%	-7%	?	-6
62	CC(NC(=O)c1ccccc1O)c1ccccc1 (stereo not given)	-4%	1%	-1	25
63	Cc1ccc(C(=O)N2CCC(C(N)=O)CC2)cc1C	-5%	0%	-1	36
64	CN(C)c1ccc(CN(C(=O)COc2ccc(F)cc2)C2CCS(=O)(=O)C2)cc1 (stereo not given)	-12%	1%	-1	15
65	COc1cccc(C(=O)N/N=C(/CCC(=O)O)c2ccccc2)c1	.	1%	.	-20
66	CCCCn1c(-c2cccnc2)n[nH]c1=S	.	-4%	.	-1
67	CCOC(=O)N1CCC(NC(=O)CCS(=O)(=O)c2ccc3c(c2)CCN3C(C)=O)CC1	-3%	-1%	-5	73
68	CCOC(=O)C(=O)Nc1ccccc1C(=O)NC(C)C	1%	-1%	1	36
69	Cc1cccc(C)c1NC(=O)C1(N(Cc2ccco2)C(=O)c2ccccn2)CCCC1	13%	-3%	1	2
70	CCOC(=O)N1CCN(C(=O)C2CCN(C(=O)c3cc(OC)cc(OC)c3)CC2)CC1	.	-1%	.	45
71	O=C(COC(=O)CNC(=O)C1CCCCC1)Nc1ccc(Cl)cn1	0%	-7%	3	36
72	O=C(CSc1nnnn1C1CCCC1)Nc1ccc2c(c1)OCCO2	0%	-1%	6	?
73	COC(=O)C1CCN(C(=O)N2CCOCC2)CC1	0%	-9%	-7	?
74	Cc1ccc2c(c1)C1OCCC1C1N2C(=O)C2C(C(=O)O)C3C=CC21O3 (stereo not given)	8%	-3%	21	32
75	CCOC(=O)C1CCN(c2c(N(C)Cc3ccco3)c(=O)c2=O)CC1	.	-1%	3	?
76	Cc1ccc(C)c(CSc2nnc(-c3cccnc3)o2)c1	3%	-3%	6	26
77	COC(=O)C1(CC(C)C)C=C2C(=C(c3ccccc3)C(=O)C2C)CN1 (stereo not given)	-25%	2%	.	.
78	O=C(COC(=O)c1ccccc1Nc1ccccc1)NCc1ccccc1Cl	.	2%	1	13
79	Cc1ccc(N(CC(N)=O)C2SC(=O)N(Cc3cccc(C(=O)O)c3)C2=O)cc1 (stereo not given)	-5%	-13%	8	29
80	CCCCNC(=O)NS(=O)(=O)c1cnccc1Sc1ccc(Cl)cc1	7%	-2%	0	26
81	CN(C)C(=O)c1cn(-c2ccccc2)c(=O)c2ccccc12	8%	1%	-7	-10
82	COc1ccc(C(=O)COC(=O)C2CCN(S(=O)(=O)c3cccc4cccnc34)CC2)cc1	.	-1%	.	33
83	COc1ccc(-c2cn3c4c(sc3n2)CCCC4)cc1	29%	-9%	-6	33
84	C[C@H]1CC[C@H]2C(=O)N3[C@H](c4cccc(N5CCCC5=O)c4)[C@@H](C)CC[C@H]3C(=O)N2[C@@H]1c1cccc(N2CCCC2=O)c1	.	-5%	.	19
85	c1csc(-c2nn3c(Cn4cnc5ccccc54)nnc3s2)c1	10%	2%	0	?

Profiles as entered above. Order of values: ALOX15B inhib, 12-hLO inh, IMPase inh, PNC assembly inh
Entry for c1csc(-c2nn3c(Cn4cnc5ccccc54)nnc3s2)c1 : 10%, 2%, 0, ?
Entry for COc1ccc(C(=O)COC(=O)C2CCN(S(=O)(=O)c3cccc4cccnc34)CC2)cc1 : ., -1%, ., 33
Entry for C[C@H]1CC[C@H]2C(=O)N3[C@H](c4cccc(N5CCCC5=O)c4)[C@@H](C)CC[C@H]3C(=O)N2[C@@H]1c1cccc(N2CCCC2=O)c1 : ., -5%, ., 19

Source: PubChem
